Compound activity deposited in PubChem by National Center for Advancing Translational Sciences (NCATS).
Vif-APOBEC3G blk: Vif-A3G binding inhibition | Potency, µM (series often up to 46.1 µM), for inactives: at the highest dose activity, negative = active, most hits filed as inhibitors | HeLa A3G-eYFP + Vif (tagged APOBEC3G with the HIV-1 protein that degrades it), YFP fluorescence, overnight | AID 602310 | hit rate 0.076% among 410,000 | Q9HC16;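 also: potency is read from the fitted curve at half-maximal effect; % is scaled to controls: 0 for no effect and ±100 for the full control effect; nearly all actives have a fitted effect of over 60% in size; hits raise eYFP signal because A3G escapes Vif-driven loss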
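HeLa cells stably expressing Vif and C-terminally eYFP-tagged A3G, seeded overnight at 37 deg C, then exposed to compound by pintool overnight at 37 deg C. Rise in yellow fluorescence (Ex 488/Em 500-530, Acumen) marks blocked Vif-driven A3G degradation.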
D2 ag: activates the human D2 dopamine receptor; HEK293 T-REx D2 cells, calcium flux agonist mode; P14416; AID 485358; activation, % at 2 µM; hit rate 0.53% among 340,000;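 active = activation over 3 SD above normal in the single-dose calcium agonist read, cut at about 30% in these data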; also: 0% is about no effect
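Agonism scored from kinetic calcium signal (1 read/sec, 180 s) following compound pin transfer, after a 10 s baseline. Cells: HEK293 Trex line expressing inducible D2 receptor coupled to calcium, dye-loaded after overnight culture at 30 C.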
Vif-APOBEC3F blk: inhibitors of Vif-A3F interaction. AID 602313. hit rate 0.2% among 390,000. HeLa A3F-eYFP + Vif (tagged APOBEC3F with the HIV-1 protein that degrades it), YFP fluorescence increase. Potency, µM (doses to about 46.1 µM), for the others: top-dose activity, negative = active; also: potency is read from the fitted curve at half-maximal effect; % of control where 0% means no effect; nearly all actives have a fitted effect of over 65% in size
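HeLa cells stably expressing A3F-eYFP plus Vif, plated and incubated overnight at 37 deg C, then exposed to compounds overnight at 37 deg C. Blocked degradation read as raised yellow fluorescence (Ex 488/Em 500-530).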
12-LOX inh: ALOX12 (human) lipoxygenase inhibition; P18054; purified 12hLO, xylenol orange hydroperoxide absorbance; Potency, µM (top dose mostly 108 µM), for inactives: at the top dose activity change, negative = inhibition, hits mostly inhibitors; hit rate 1.1% among 580,000; also: potency is read from the fitted curve at half-maximal effect; % is scaled to controls: 0 for no effect and ±100 for the full control effect
Target sequence (P18054 whole entry, looked up): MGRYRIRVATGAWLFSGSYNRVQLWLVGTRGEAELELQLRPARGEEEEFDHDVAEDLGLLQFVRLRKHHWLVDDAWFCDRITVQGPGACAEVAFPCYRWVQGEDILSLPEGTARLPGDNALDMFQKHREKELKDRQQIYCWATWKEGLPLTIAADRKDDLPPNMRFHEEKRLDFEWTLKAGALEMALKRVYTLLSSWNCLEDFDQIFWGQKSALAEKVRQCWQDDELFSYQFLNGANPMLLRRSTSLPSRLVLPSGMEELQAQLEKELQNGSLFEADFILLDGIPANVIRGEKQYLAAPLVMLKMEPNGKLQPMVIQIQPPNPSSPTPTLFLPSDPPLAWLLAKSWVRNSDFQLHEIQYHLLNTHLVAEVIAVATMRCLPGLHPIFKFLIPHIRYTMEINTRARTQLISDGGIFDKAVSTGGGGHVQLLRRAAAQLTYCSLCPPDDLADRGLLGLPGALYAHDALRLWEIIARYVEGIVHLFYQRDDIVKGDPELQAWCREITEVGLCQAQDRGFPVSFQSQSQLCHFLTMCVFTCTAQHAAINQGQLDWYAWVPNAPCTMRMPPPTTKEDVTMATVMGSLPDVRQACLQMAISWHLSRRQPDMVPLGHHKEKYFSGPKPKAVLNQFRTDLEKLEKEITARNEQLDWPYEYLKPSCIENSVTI
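Purified human 12hLO (150 nM final) in 25 mM Hepes, 0.01% Triton X-100, pH 7.0 was preincubated 15 min at room temperature with compound. Then 40 uM arachidonic acid was added, 30 min. Hydroperoxide was read by Fe-XO absorbance ratio 573/405 nm.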
Glioma ERSR ind: inducers of ER stress response in human glioma cells; U87-MG GRP78 promoter luciferase reporter, 16 h; Potency, µM, for inactives: top-dose activation, actives largely listed as activators; hit rate 0.02% among 420,000; AID 602332; also: potency is read from the fitted curve at half-maximal effect; series mostly up to about 76 µM; % of control where 0% means no effect; nearly all actives have a fitted effect of over 35% in size
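Stably transfected U87-MG glioma cells carrying a GRP78-based luciferase sensor; 16 h compound incubation. Luminescence end-point read 10 min after Bright-Glo addition at room temperature.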
D2 antag: antagonizes the human D2 dopamine receptor. HEK293 TREx D2 cells, calcium flux, dopamine EC80. inhibition, % at 10 µM. hit rate 2% among 340,000. AID 485344; in the data active = inhibition above about 30%; also: 0% is about no effect
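Antagonism is scored as inhibition of an EC80 dopamine-evoked calcium signal in a force-coupled, tetracycline-inducible HEK293 T-REx D2 line, with compound present 180 s before agonist.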
LDHA block: blocks human lactate dehydrogenase A; P00338; purified LDHA, NADH/diaphorase-resazurin fluorescence; active compounds read low; AID 1347041; hit rate 0.15% among 480,000; activity change, % (values are at about 110 or 230 µM); in the data active = activity change below about -30%; inconclusive = mostly about -25% to -30%;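 also: plate controls were DMSO wells for no effect and wells without enzyme for full effect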
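Remaining NADH was detected by diaphorase (0.133 mg/mL) converting 37 µM resazurin to fluorescent resorufin, read at 0 and 20 minutes. The preceding 5-minute room-temperature reaction used 2 nM LDHA, 0.2 mM sodium pyruvate and 0.06 mM NADH at pH 7.4.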
RGS4 inh: inhibitors of human regulator of G protein signaling 4. hit rate 0.039% among 390,000. Potency, µM (series often up to 114 µM), inactives show at the highest dose activity change, negative = inhibition, usual class: inhibitors. AID 504845. Transcreener GDP fluorescence polarization, RGS4-accelerated GTP hydrolysis. P49798; also: potency is read from the fitted curve at half-maximal effect; % is scaled to controls: 0 for no effect and ±100 for the full control effect; nearly all actives have a fitted effect of over 75% in size; some results filed as inactive show a strong effect at the top dose
Target sequence (P49798 whole entry, looked up): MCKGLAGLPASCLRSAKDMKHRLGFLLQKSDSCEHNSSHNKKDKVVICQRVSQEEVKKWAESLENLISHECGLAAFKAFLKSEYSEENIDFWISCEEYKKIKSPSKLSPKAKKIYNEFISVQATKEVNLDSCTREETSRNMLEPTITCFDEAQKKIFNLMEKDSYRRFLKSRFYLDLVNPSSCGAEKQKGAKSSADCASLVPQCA
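MLSMR compounds (23 nl, pin-transferred) preincubated 10 min at room temperature with a 500nM (2x) first reagent, then RGS4 at 900nM (2x) plus Transcreener GDP mix added; fluorescence polarization (620/688 nm) read before and after 90 min at 30 °C.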
ERG Ets-DNA blk: ERG Ets/DNA interaction inhibition; Potency, µM (titrated, usually from 76.9 µM), without a hit: at the highest dose FP activity, negative = inhibition, actives largely listed as inhibitors; fluorescence polarization, His-ERG Ets domain / labelled DNA; P11308; AID 624246; hit rate 0.028% among 370,000; active = well fitted inhibition curve with a large enough effect in the polarisation, with a control signal flat; inconclusive = small, poorly fitted or top-dose-only effect, or effect the other way, or a change in a side signal; inactive = no such curve, though single readings can be large or run the other way; the % refers to the polarisation;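 also: polarization taken with two DNA probes labelled with fluorescein and Texas red; potency is read from the fitted curve at half-maximal effect; % of control where 0% means no effect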
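His-tagged ERG Ets domain (1 uM in the protein solution; 300mM KCl, 50mM Tris-HCl, 1mM EDTA, 1mM DTT, pH 7.5) received compound, then a probe mix of 5 nM fluorescein-DNA and 100nM Texas-615-DNA. Fluorescence polarization was read for both dyes.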
The depositor's hits bear a star; ? = inconclusive; . = not tested or not shown; & = joins results of further samples; [ ] = another dose, or the depositor's remark. Unless noted, calls follow the shape of the dose curve; as a rule, active = well fitted curve in the direction sought with a large enough effect; inconclusive = small, poorly fitted or top-dose-only effect, or another doubt; inactive = no such curve, though single readings can be large; an effect the other way counts as inactive or inconclusive. This is a subset, so the mix of outcomes need not match the whole.

SMILES	Vif-APOBEC3G blk	D2 ag	Vif-APOBEC3F blk	12-LOX inh	Glioma ERSR ind	D2 antag	LDHA block	RGS4 inh	ERG Ets-DNA blk
Cc1cc(C)c(NC(=O)CNC(=O)Cc2ccc(S(=O)(=O)N3CCOCC3)s2)c(C)c1	-1%	0.2	0%	?	-3%	11	2	-24%	-9%
Cn1ncc(N=Cc2c(O)ccc3ccccc23)c1C(=O)Nc1cccc(Cl)c1	-18%	0.8	?	-15%	0%	-6	31	-44%	-3%
O=C(Nc1ncccn1)c1ccc([N+](=O)[O-])cc1	0%	.	-9%	-6%	-4%	.	0	10%	7%
O=C(NCc1ccco1)c1ccc(CN2CCOCC2)cc1	1%	.	-8%	18%	-3%	9	-9	9%[56.9 µM]	-8%
CC(CCc1ccccc1)NC(=O)CNC(=S)N(Cc1cccs1)C1CCCC1 (stereo not drawn)	1%	0.1	-5%	?	-4%	2	-6	12%	1%
CSCCC(=O)N1CCC(n2nccc2NC(=O)CCc2ccccc2)CC1	2%	0.0	0%	387%[activator]	1%	9	2	6%	-12%
CC(=O)c1ccc(OCC(C)Oc2ccc(C#N)cc2)cc1 (stereo not drawn)	0%	.	2%	0%	-2%	.	-1	-4%	-15%
CS(=O)(=O)Nc1ccc(C(=O)Nc2ccc3c(c2)OCCO3)cc1	2%	-0.6	-1%	.	4%	-1	-4	2%	-5%
Cc1ccccc1NC(=O)CC1S/C(=N/c2nccs2)N(C)C1=O (stereo not drawn)	3%	0.1	1%	-19%	0%	-17	-5	-6%	-2%
Cc1noc(C)c1C(=O)N1CCC(Cc2ccccc2)CC1	-6%	1.9	2%	25%	-5%	.	-6	16%	-6%
O=c1oc2ccccc2c(Nc2cccc3cccnc23)c1[N+](=O)[O-]	-5%	-0.4	-23%	1%	-5%	4	9	-8%	1%
CCc1ccc(S(=O)(=O)c2cn(Cc3ccccc3)c3cc(N4CCCC4)c(F)cc3c2=O)cc1	2%	0.0	0%	-12%	-4%	.	-7	-9%	-8%
CC1CCCCC1NC(=O)CN1C(=O)c2cccc(N)c2C1=O (stereo not drawn)	0%	1.4	-6%	8%	-4%	12	2	-7%	6%
Cn1c2ccccc2c2cc(C(=O)OCC(=O)N3CC(=O)Nc4ccccc43)sc21	?	0.6	?	5%	-7%	9	3	?	0%
CC(C)(C)NC(=O)CSc1nnc(-c2ccccc2)c(-c2ccccc2)n1	-11%	-1.1	6%	.	-6%	-16	2	-6%	1%
Cc1cc(C)nc(N2CCC(C(=O)NCc3ccccc3)CC2)n1	-7%	-0.1	-1%	13%	-2%	12	-6	-15%	6%
NC(N)=NS(=O)(=O)c1ccc(NC(=S)NC(=O)c2ccccc2)cc1	2%	-1.0	2%	?	1%	6	-2	-22%	-2%
O=C(CSc1nc2ccccc2c(=O)n1-c1ccc(Cl)cc1)c1ccco1	-1%	0.5	-10%	-10%	0%	-4	-3	-7%[11.4 µM]	-2%
O=C(O)CCC(=O)NCCn1c(-c2ccccc2)csc1=Nc1ccccc1	1%&-1%	-0.6	-5%&-4%	-4%	-4%&1%	-6	-13&8	?	2%
Cn1c(=O)c(C(=O)CN2CCCCCC2)c(N)n(Cc2ccccc2)c1=O	-1%	0.1	-21%	0%	6%	-2	-10	-11%	-7%
CCOc1cc(C=NN2CCCCCC2)ccc1O	1%	.	0%	?	5%	.	3	-15%	-18%
COc1ccc(NC(=O)Nc2ccc3nc(C)c(C)nc3c2)cc1	-10%	0.5	8%	-15%	1%	-6	1	-23%	-2%
CCn1nnc2cc(C(=O)Nc3cc(S(C)(=O)=O)ccc3Cl)ccc21	-1%	0.4	-9%	21%	-1%	10	-2	8%	33%[activator]
Fc1ccc(-c2nc3c4ccccc4ccn3c2Cc2ccsc2)cc1	-4%	.	.	0%	3%	.	-4	.	.
Cc1ccc2nsnc2c1S(=O)(=O)N(CCO)Cc1cc2cc3c(cc2[nH]c1=O)OCCO3	0%	-0.7	-3%	-15%	-4%	-16	2	12%	10%

Looked up one by one from the entries so far:
SMILES	Vif-APOBEC3G blk	D2 ag	Vif-APOBEC3F blk	12-LOX inh	Glioma ERSR ind	D2 antag	LDHA block	RGS4 inh	ERG Ets-DNA blk
Cn1c(=O)c(C(=O)CN2CCCCCC2)c(N)n(Cc2ccccc2)c1=O	-1%	0.1	-21%	0%	6%	-2	-10	-11%	-7%
CCn1nnc2cc(C(=O)Nc3cc(S(C)(=O)=O)ccc3Cl)ccc21	-1%	0.4	-9%	21%	-1%	10	-2	8%	33%[activator]

Going on with the list:
SMILES	Vif-APOBEC3G blk	D2 ag	Vif-APOBEC3F blk	12-LOX inh	Glioma ERSR ind	D2 antag	LDHA block	RGS4 inh	ERG Ets-DNA blk
O=S(=O)(NN=C1CCCCCCC1)c1ccccc1	-5%	.	-1%	-6%	-1%	.	-2	.	.
O=S(=O)(c1ccc(-c2csc(Nc3ccc(Br)cc3)n2)cc1)N1CCCC1	-15%	1.1	-7%	0%	-8%	-4	1	-17%	0%
O=C(CCn1c(=O)sc2ccccc21)Nc1nccs1	2%	0.2	-7%	0%	-5%	-4	-16	39%	-5%
COc1ccc(CCNC(=O)C2CCCN(c3ncccn3)C2)cc1 (stereo not drawn)	-4%	0.4	-18%	-4%	-6%	6	-3	5%	-5%
CCCNC(=O)C1CCC(Cn2c(=O)c3sccc3n(CC(=O)N3CCC(C)CC3)c2=O)CC1 (stereo not drawn)	0%	0.4	1%	3%	-5%	.	-11	9%	4%
CC(C)c1nc(SCC(=O)N2CCCc3ccccc32)c2c(=O)n(C)c(=O)n(C)c2n1	0%	-1.2	2%	-8%	1%	2	-2	-10%	-8%
CC1(C)CCC[C@]2(C)C(CS(=O)c3ccccc3)=C(C=O)CC[C@@H]12 (stereo partly drawn)	-6%	.	-3%	?	-2%	.	0	-4%	10%
CCCOc1ccc(C(=O)CCC(=O)NNC(=O)c2ccncc2)cc1	-8%	-0.4	6%	4%	-3%	-4	0	16%	0%
COc1ccc(CCNC(=O)C2CCN(C(=O)NC3CCCCC3)CC2)cc1	2%	0.6	5%	4%	-4%	-5	-3	-5%	4%
O=C(CSc1n[nH]c(-c2cccs2)n1)NCCc1ccccc1	1%	-0.7	-25%	-22%	2%	15	-2	-30%	3%
CC(=O)NN1C(=O)/C(=C\c2ccccc2)SC1=S	-2%	0.1	-1%	32%[activator][57.4 µM]	4%	-2	0	-18%	5%
CC(C)(CNS(=O)(=O)c1ccc(Br)s1)N1CCOCC1	0%	.	-13%	460%[activator]	-5%	.	-3	-16%	-13%[15.4 µM]
CCSc1nnc(CNC(=O)C23CC4CC(CC(C4)C2)C3)n1C1CCCCC1	2%	-0.2	-4%	-18%	-6%	-15	0	20%	-3%
CC1CCCCN1Cc1cnc(Cl)s1 (stereo not drawn)	-1%	0.0	-11%	0%	-5%	-6	-1	9%[11.4 µM]	-16%
CCC(Sc1nc2cc3c(cc2c(=O)n1CCCCCC(=O)NCc1ccc2c(c1)OCO2)OCO3)C(=O)NCCCOC (stereo not drawn)	-4%	-0.4	-13%	-28%	-2%	.	0	-12%	3%
Cc1cccn2c(=O)c3cc(C(=O)NC4CCCC4)c(=N)n(CCc4ccccc4)c3nc12	-2%	-0.6	?	-1%	-3%	-5	-3	18%	-12%
COc1cccc(C(=O)NCC(=O)OCc2cc(=O)n3c(C)csc3n2)c1	4%	-0.7	10%	-17%	4%	.	-2	-12%	2%
Cc1cccc(C)c1NC(=O)CN(c1ccccn1)S(=O)(=O)c1ccc(F)cc1	2%	0.0	-6%	-3%	-5%	-3	-5	8%	24%
CC1(C)Cc2c(sc3c2C(=O)N(c2ccccc2)C2=NCCCN23)CO1	-1%	0.3	3%	-27%	-1%	-7	3	1%	-4%
COc1ccccc1NC(=O)C(C)Sc1nnc2ccccn12 (stereo not drawn)	4%	0.3	-1%	10%	-4%	4	-5	19%	10%
O=C(CCCn1c(=O)c2ccccc2n(Cc2cccc(Cl)c2)c1=O)NCCc1ccc(Cl)cc1	2%	2.0	-2%	-6%	-2%	.	-8	?	-1%
COc1ccccc1C1(CCNS(=O)(=O)c2ccc(C)cc2)CCOC(C(C)C)C1 (stereo not drawn)	0%	-0.3	-11%	4%	-2%	6	1	-4%	-1%

Only Vif-APOBEC3G blk, ERG Ets-DNA blk and RGS4 inh, for 6 of the compounds above:
SMILES | Vif-APOBEC3G blk | ERG Ets-DNA blk | RGS4 inh
Cc1cc(C)nc(N2CCC(C(=O)NCc3ccccc3)CC2)n1 | -7% | 6% | -15%
COc1ccccc1C1(CCNS(=O)(=O)c2ccc(C)cc2)CCOC(C(C)C)C1 (stereo not drawn) | 0% | -1% | -4%
Cn1ncc(N=Cc2c(O)ccc3ccccc23)c1C(=O)Nc1cccc(Cl)c1 | -18% | -3% | -44%
O=C(NCc1ccco1)c1ccc(CN2CCOCC2)cc1 | 1% | -8% | 9%[56.9 µM]
COc1ccc(CCNC(=O)C2CCCN(c3ncccn3)C2)cc1 (stereo not drawn) | -4% | -5% | 5%
Fc1ccc(-c2nc3c4ccccc4ccn3c2Cc2ccsc2)cc1 | -4% | . | .
